# From PubChem BioAssay
# Platelet DG rel – platelet dense granule release activity; human platelet-rich plasma, SFLLRN dense granule ATP release, luminescence; inhibition, %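 (compounds screened at 7.5 µM in platelet-rich plasma)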; actives 0.22% (n = 300,000);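 active = mean replicate score, as percent of positive control, at or above 50; inconclusive = mean below 50 but at least one replicate at or above 50; inactive = mean and every replicate below 50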
# GSK3beta inhib – inhibitors of human GSK3beta kinase. activity score (negative = inhibition), % at 10 µM. P49841. AID 2097. GST-GSK3beta kinase, ADP-Glo luminescence, 60 min; active compounds read low. actives 0.038% (n = 300,000);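 active = more than half of replicate wells score below -50%, meaning over 50% inhibition versus plate controls; inconclusive = some replicates but at most half score below -50%; inactive = no replicate scores below -50%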;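 note: 0% = median DMSO wells and -100% = median GW8510 positive control wells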
# Target sequence (P49841 whole entry, looked up): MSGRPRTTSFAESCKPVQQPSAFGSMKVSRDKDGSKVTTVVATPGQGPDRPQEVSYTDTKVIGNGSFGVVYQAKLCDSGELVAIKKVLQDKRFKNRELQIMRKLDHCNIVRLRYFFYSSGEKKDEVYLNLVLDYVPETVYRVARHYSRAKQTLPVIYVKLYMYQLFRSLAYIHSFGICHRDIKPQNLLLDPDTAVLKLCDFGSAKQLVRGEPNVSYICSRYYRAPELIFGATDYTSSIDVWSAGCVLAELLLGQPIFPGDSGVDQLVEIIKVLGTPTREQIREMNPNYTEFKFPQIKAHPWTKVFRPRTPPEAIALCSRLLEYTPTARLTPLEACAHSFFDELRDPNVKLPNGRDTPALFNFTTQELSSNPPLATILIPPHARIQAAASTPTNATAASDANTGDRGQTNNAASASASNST
#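 test system = GST-tagged human GSK3beta kinase, cell-free | reagent = 25 µM ATP with peptide substrate | dosing = one dose of 10 µM per compound | schedule = 60 min reaction, RT | detection = luminescent ADP-Glo measurement of ADP formed | control set = DMSO neutral wells and GW8510 at 20 µM as positive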
# PolyA inhibitor – yeast polyadenylation inhibition | calls only at 12 µM | AID 1875 | actives 0.02% (n = 300,000) | S. cerevisiae SKY197-pL101 polyadenylation reporter, beta-gal luminescence; efflux-impaired pdr1/pdr3 knockout yeast; score 100 = 6 SD above DMSO;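 active = lowest replicate activity score at least 50, where 100 means six control SD above control mean; inconclusive = lowest score under 50 but half or more replicates reach 50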;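 note: yeast exposed to compound for 9 h at 30 °C; higher score means more reporter readthrough which indicates perturbed polyadenylation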
# HDAC3 inh – inhibitors of human histone deacetylase 3 | inhibition, % at 8.3 µM | recombinant HDAC3, fluorogenic peptide/trypsin coupled, fluorescence | O15379 | actives 0.15% (n = 320,000); in the data active = inhibition above about 26%, passing the limit was not always enough; inconclusive = no clear call, values can overlap the other calls
# AI-2 QS mod – Vibrio harveyi AI-2 quorum sensing modulation | Vibrio harveyi JMH597 AI-2 luminescence/OD600 ratio, 9 h; active compounds read low; strain lacks LuxN and CqsS sensors; 0 = neutral-control median | activity change, % at 7.5 µM | actives 0.4% (n = 300,000); in the data active = activity change below about -75%, passing the limit was not always enough; inconclusive = no clear call, values can overlap the other calls;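 note: luminescence divided by OD600 gain over 9 h not by final OD600 alone; inactives centre near 13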
# Dyrk1A ADPGlo – inhibitors of rat Dyrk1A kinase | Q63470 | ADP-Glo luminescence, NFATc1 peptide | inhibition, % at 12.5 µM | actives 0.43% (n = 310,000) | AID 504441; in the data active = inhibition above about 50%;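 note: plate controls were vehicle with enzyme for no effect and no enzyme for full effect; many of its hits are not listed in these tables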
# HSF1 inhib – HSF1 inhibition. actives 0.77% (n = 300,000). NIH3T3-HGL HSE-luciferase, MG132-induced, luminescence 8 h; active compounds read low. activity change, negative = inhibition, % at 7.5 µM (by protocol);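 active = more than half of replicate wells show activity change below -50%, luminescence cut by over half; inconclusive = some wells, but at most half, below -50%; inactive = no replicate well below -50%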;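 note: luciferase reports HSF-1 transcriptional activity via heat shock element; 0% = median of DMSO wells and -100% = zero luminescence signal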
# HSF1 activator – increases HSF-1 driven luciferase reporter signal | actives 1.7% (n = 300,000) | activation, % at 9 µM | NIH3T3-HGL HSF-1 luciferase reporter, MG132, 8 h; 100% = twice DMSO control signal | AID 504408;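 active = mean replicate activation of at least 50% with a set share of replicates each reaching 50%; inconclusive = only one of those two conditions met; inactive = mean below 50% and too few replicates reaching it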;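 note: 0% = median of the neutral control wells and 100% = twice that signal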
# GSK3A inh – blocks human GSK-3 alpha kinase | P49840 | ADP-Glo luminescence, 60 min | inhibition, % at 10 µM | actives 0.1% (n = 320,000) | AID 2650;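 in the data active = inhibition above about 50%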;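 note: GST-tagged GSK-3 alpha with peptide substrate and 25 µM ATP; 0% = DMSO neutral wells and 100% = GW8510 positive control wells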
# Target sequence (P49840 whole entry, looked up): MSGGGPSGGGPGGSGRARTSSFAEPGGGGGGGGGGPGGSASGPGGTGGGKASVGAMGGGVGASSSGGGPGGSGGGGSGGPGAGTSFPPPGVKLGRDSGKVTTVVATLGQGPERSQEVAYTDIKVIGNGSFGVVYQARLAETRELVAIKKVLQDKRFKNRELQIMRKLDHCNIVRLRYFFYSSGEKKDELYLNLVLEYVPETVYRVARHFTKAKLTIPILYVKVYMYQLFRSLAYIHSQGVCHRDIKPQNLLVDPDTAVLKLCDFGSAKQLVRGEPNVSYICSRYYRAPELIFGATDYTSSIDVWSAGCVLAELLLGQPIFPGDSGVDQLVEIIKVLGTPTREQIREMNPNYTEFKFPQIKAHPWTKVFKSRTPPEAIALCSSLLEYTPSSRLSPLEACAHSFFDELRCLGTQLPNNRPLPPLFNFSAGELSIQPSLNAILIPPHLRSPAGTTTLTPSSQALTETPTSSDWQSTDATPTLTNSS
# HSP90 refold inh – inhibitors of HSP90 luciferase refolding in rabbit reticulocyte lysate. luciferase refolding luminescence, 3 h. inhibition, % at 5.6 µM. actives 0.91% (n = 290,000). AID 1789;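 active = inhibition above the screen-wide mean plus 3 SD, computed separately per campaign, cut at about 16% in these data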;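 note: 0% = DMSO wells and 100% = 60 µM geldanamycin wells; inhibitors lower the luminescence because luciferase stays unfolded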
# Active calls of the source: *; i = inactive; ? = inconclusive; nt = not tested or not shown; & = joins results of further samples. This is a subset, so the mix of outcomes need not match the whole.
SMILES,Platelet DG rel,GSK3beta inhib,PolyA inhibitor,HDAC3 inh,AI-2 QS mod,Dyrk1A ADPGlo,HSF1 inhib,HSF1 activator,GSK3A inh,HSP90 refold inh
CC(C)c1nnc(NC(=O)CN(C)S(=O)(=O)c2ccc3c(c2)OCCO3)s1,5,1,i,-2,11,4,5,0,2,3
O=C(CSc1nc(-c2ccccc2)c(-c2ccccc2)o1)Nc1nnc(-c2ccccc2)s1,2,6,i,11,23,3,10,6,-5,2
O=C1CN(C(=O)CSc2nncn2-c2ccccc2)c2ccccc2N1,-3,-2,i,5,13,-7,6,1,-1,1
COc1ccc(S(=O)(=O)N2CCOC23CCN(S(=O)(=O)c2ccc(F)cc2)CC3)cc1,35,1,i,-7,18,-8,-10,-5,-2,nt
NC(=O)C(c1ccccc1)C1CCCCC1 (centres undefined),1,0,i,4,11,0,-3,-3,-1,-1
CSc1ccc(CN(C)CC(=O)Nc2cccc(Br)c2)cc1,-6,-3,i,-1,-9,1,25,48,0,-5
COc1ccccc1NC(=O)NNC(=O)c1cc2ccccc2cc1O,-14,3,i,7,16,0,-36,-49,-3,-1
O=C1CNC(=S)N1Cc1ccc(F)cc1,8,-4,i,-14,25,2,1,20,-1,-5
CN(C)Cc1cc(C(C)(C)C)cc(C(C)(C)C)c1O,2,1,i,-8,8,-8,-8,-18,-2,-2
O=C(N/N=C/c1ccccc1F)C(=O)N1CCCCCC1,6,0,i,4,19,-2,16,20,-1,-3
Cc1ccc(S(=O)(=O)Nc2cc(NC(=O)CN3CCOCC3)ccc2Cl)cc1,-7,3,i,-1,6,-1,-1,-23,1,-2
CCCc1ccc2oc(C(=O)N3CCN(CCC(N)=O)CC3)c(C)c2c1,0,2,i,1,13,3,-4,-2,-7,-1
CNC(=O)Oc1ccc2c(c1)[C@]1(C)CCN(C)[C@@H]1N2C,0&-1,1&1,i,-7,42&-7,-3&-4,-1&2,-10&6,-4,2&-6
COc1cc2ncnc(N[C@H](C)c3ccccc3)c2cc1OC,-4,-3,i,4,2,1,-2,-8,0,-2
CCc1nnc(NC(=O)CC(C)c2ccccc2)s1 (centres undefined),11,-2,i,-1,2,2,0,13,-1,-4
CN(CCc1ccccn1)c1ccc([N+](=O)[O-])cn1,9,1,i,0,14,0,3,7,0,-4
CN(CCOc1ccc(-c2ccn(S(=O)(=O)c3cccc4ccccc34)n2)cc1)c1ccccn1,-1,5,i,4,7,2,5,4,nt,-1
Cc1cc(C)c(NC(=O)Cn2nnc(C(=O)NCc3cccs3)c2N)c(C)c1,-2,1,i,4,27,-7,-5,17,1,-1
Cc1ccccc1OCC(O)CNC1CCC(NCC(O)COc2ccccc2C)CC1 (centres undefined),3,1,i,0,44,-2,2,2,0,4
S=C1NCN(Cc2cccnc2)CN1,3,1,i,-5,11,nt,-4,-3,-2,-1
CCc1nccn1CCC(=O)NC1CCCc2c1cnn2-c1ccc(F)cc1F (centres undefined),8,-3,i,-5,19,-5,-13,6,2,2
COC(=O)c1cccc(C(=O)Nc2ccc(F)cc2)n1,7,0,i,1,17,7,4,-1,-2,-1
O=C(NC(Cc1ccccc1)C(=O)O)/C(=C/c1ccccc1)NC(=O)c1ccc(Br)o1 (centres undefined),-1,-4,i,-3,5,-4,-5,8,-3,3
CC1CCCN(C(=O)COC(=O)C2CCN(S(=O)(=O)c3ccc4c(c3)OCCO4)CC2)C1 (centres undefined),-44,-1,i,2,25,3,-7,15,0,nt
O=C1N=c2ccccc2=C1c1sc(=S)n(NC(=O)c2ccccc2)c1O,16,2,i,-1,13,-2,26,41,0,5
# The list continues:
SMILES,Platelet DG rel,GSK3beta inhib,PolyA inhibitor,HDAC3 inh,AI-2 QS mod,Dyrk1A ADPGlo,HSF1 inhib,HSF1 activator,GSK3A inh,HSP90 refold inh
COCc1nc2ccccc2n1CCCOc1ccccc1,9,3,i,-2,23,-1,-1,5,-2,-2
COc1ccc2c(c1)[nH]c1c(=O)n(Cc3ccncc3)cnc12,-11,-5,i,5,7,-3,0,23,-1,0
CC(=O)c1c(C(C)=O)c(C)n(-c2nc(-c3cccs3)c(C)s2)c1C,2,nt,i,-4,nt,-2,-2,9,-1,-1
O=c1oc2ccc(Br)cc2cc1S(=O)(=O)c1ccc(F)cc1,15,2,i,-2,1,-1,-2,-6,-1,0
C=CCNC(=O)c1ccc(-c2cccc([N+](=O)[O-])c2)o1,5,2,i,-2,22,0,2,26,-2,-1
CCc1ccc(NC(=O)CCn2c(=O)c3cccn3c3ccccc32)cc1,8,-6,i,5,4,2,6,10,-2,4
CCN(CC)CCNC(=O)C1(O)c2cc(Br)ccc2NC(=O)N1c1ccc(Cl)cc1 (centres undefined),-7,-2,i,5,27,0,4,-4,-2,-1
CC(C)=C1C2CCC1C1C(=O)N(c3nccs3)C(=O)C21 (centres undefined),-2,-2,i,-6,-1,3,-4,-14,0,-2
CC(C)c1ccc(/C=C(\c2nc3ccccc3[nH]2)S(=O)(=O)c2ccccc2)cc1,4,-2,i,1,13,0,78,102*,0,10
O=C(N/N=C/C=C\c1ccccc1[N+](=O)[O-])c1ccccn1,3,0,i,7,26,0,4,7,-1,-2
O=C(NCC(=O)N1CC(O)CC1C(=O)N1CC(O)CC1C(=O)OCc1ccccc1)OCc1ccccc1 (centres undefined),0,-4,i,nt,17,-2,-1,-3,0,2
Cc1ccc2nc(/C=C/c3cccc(F)c3)ccc2c1,2,-3,i,-8,2,-3,11,49,1,-3
CCOc1ccc(NC(=S)Nc2ccc(OC)cc2)cc1,-4,3,i,-6,-9,-4,6,3,-3,-2
COc1ccc(/C=N/NC(=O)c2ccc(Br)cc2)cc1Cn1cc(Cl)cn1,4,1,i,-9,17,-27,7,13,nt,-1
C=C(C)C1CC=C(C)/C(=N/NC(=O)c2ccoc2C)C1 (centres undefined),-5,2,i,5,18,-6,11,29,-1,3
Cc1cc(C)cc(NC(=O)CSc2nnc(-c3cc(C)[nH]n3)n2N)c1,-1,0,i,3,10,1,-6,4,0,-5
O=C1OCCC1Sc1nnc(-c2cccnc2)n1-c1ccccc1F (centres undefined),6,2,i,-6,25,-3,-12,-3,-2,4
COc1ccc2[nH]c(C(O)(Cc3cccnc3)Cc3cccnc3)cc2c1,7,0,i,-7,18,-8,-18,-12,-2,-4
CCC(C)(C(=O)NC1CCCCC1)N(CC1CCCO1)C(=O)Cc1cccs1 (centres undefined),-1,-1,i,-4,14,-7,4,-1,nt,1
Cc1ccc(S(=O)(=O)N2CCN(c3ncccn3)CC2)c(C)c1,-1,-3,i,-6,24,nt,-2,-21,-4,0
CCSc1nnc(Cc2cc(=O)[nH]c(=O)[nH]2)n1-c1cc(C)ccc1C,15,2,i,5,16,-2,1,-11,nt,-3
COc1ccc(OC)c2sc(Cl)nc12,19,-2,i,3,14,nt,-3,-12,9,1
Cc1ccccc1NC(=O)C(=O)NCCc1c[nH]c2ccccc12,1,1,i,nt,-12,-2,1,-22,-2,-2
N#CC(c1ccccc1)N(CCCCl)C(=O)c1ccccc1 (centres undefined),18,-5,i,-1,24,16,2,2,0,-6
COc1ccc(C)cc1NC(=O)c1ccc2c(O)c(S(=O)(=O)c3ccccc3)c(=O)[nH]c2c1,8,2,i,3,33,-2,3,-3,-2,-1
# Later entries:
SMILES,Platelet DG rel,GSK3beta inhib,PolyA inhibitor,HDAC3 inh,AI-2 QS mod,Dyrk1A ADPGlo,HSF1 inhib,HSF1 activator,GSK3A inh,HSP90 refold inh
COc1cc(S(=O)(=O)NC2CCCC2)ccc1F,0,0,i,-6,13,-4,-1,-2,0,2
Cc1cc2ccccn2c1C(=O)c1nc(N2CCOCC2)ncc1Cl,2,2,i,-1,19,6,4,1,2,-6
O=C1COc2ccc(C(=O)CSc3nnc(-c4cccs4)n3Cc3ccccc3)cc2N1,1,-5,i,-6,5,-6,6,6,0,-2
CN(CCNC(=O)c1cn(C)c2ccc(S(=O)(=O)N(C)C)cc2c1=O)CCc1ccccc1,5,-5,i,-5,-7,1,6,5,-2,0
CCn1c(CNC(=O)Cc2ccc(OC)cc2)n[nH]c1=S,-7,1,i,1,6,1,-5,-6,1,1
C/C(=N\Nc1ncnc2sc(C)c(C)c12)c1ccccn1,-12,-1,i,13,-88*,21,-23,-26,2,13
CN(C)c1ccc(C2C3CCCc4ccccc4C3=NN2C)cc1 (centres undefined),-2,3,i,4,53,10,27,24,-1,3
NC(=O)C1CCN(C(=O)CCC(=O)N2CCOc3ccc(Cl)cc32)CC1,7,3,i,12,17,22,1,9,5,-5
CCCCC(=O)NCc1ccccc1Cl,-2,-1,i,-2,15,4,12,7,-3,-1
COC(=O)c1ccc(NS(=O)(=O)c2c(C)[nH]c(C)c2C(=O)N2CCCC2)cc1,0,-3,i,-2,-2,-2,-2,14,-3,-1
Cc1ccc(OCC(=O)N/N=C\c2c(C)[nH]n(-c3ccccc3)c2=O)c([N+](=O)[O-])c1,12,2,i,12,4,1,3,12,0,-3
COc1ccccc1NC(=S)NCCSc1ccc(C)cc1,1,-3,i,-4,-21,-1,9,10,1,-2
COc1ccc(NC(=O)CSc2nc3ccccc3c(=O)n2-c2ccc3c(c2)OCO3)c(OC)c1,6,3,i,-2,2,8,-5,11,-3,-6
CCOC(=O)c1oc2cc(O)ccc2c(=O)c1-c1csc(C)n1,7,-7,i,2,26,16,-4,-16,-1,0
C=CCN1C2CCCC1CC(NC(=S)Nc1ccc(Cl)cc1)C2 (centres undefined),-3,0,i,11,-10,-6,15,36,1,-8
COc1ccc(OC)c(N=C(N)N=C(N)N)c1,-24,-1,i,-2,11,1,-4,-7,-2,1
CC1Cc2cc(S(=O)(=O)N3CCC(C(=O)N(C)Cc4ccco4)CC3)ccc2N1C(=O)C1CCC1 (centres undefined),12,0,i,2,11,-1,2,5,1,-4
Cc1ccc(C(CC(N)=O)c2ccco2)cc1 (centres undefined),3,2,i,12,0,5,-4,16,-1,-4
COC(=O)c1cc(Cl)c(NC(=O)c2ccc(C(C)(C)C)cc2)cc1OC,-4,1,i,?,1,-4,-6,3,-1,10
O=C(NCc1ccccc1)N1CCC(Cc2ccccc2)CC1,1,1,i,0,16,0,-4,4,-1,-4
Cc1ccccc1NCc1ccc([N+](=O)[O-])s1,-4,5,i,-1,2,1,9,22,-2,1
O=C(Cc1cccs1)N/N=C/C=C\c1ccco1,-2,0,i,8,23,2,64,92*,2,1
O=C(NCC(Cl)c1ccc2ccccc2c1)c1c(F)cccc1F (centres undefined),2,0,i,-3,-66,5,3,4,-3,-1
O=C1/C(=C\c2cccnc2)CN(Cc2ccccc2)C/C1=C\c1cccnc1,-13,-3,i,-3,21,nt,-1,4,-1,1
